USP1-UAF1 inh: blocks the human USP1/UAF1 deubiquitinase complex. recombinant USP1/UAF1, Ub-Rhodamine cleavage fluorescence. Potency, µM (highest dose often 57.1 µM), for inactives: top-dose activity change, negative = inhibition, usual class: inhibitors. hit rate 0.23% among 390,000. AID 743255; also: potency is read from the fitted curve at half-maximal effect; % is scaled to controls: 0 for no effect and ±100 for the full control effect; nearly all actives have a fitted effect of over 60% in size; inactives centre near -12
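USP1/UAF1 complex (1 nM) preincubated 15 min at room temperature with compound, then Ub-Rho substrate (150 nM final) added. Kinetic fluorescence at 480/540 nm over 6 reads at 60 s intervals; 50 mM HEPES pH 7.8, 0.5 mM EDTA, 0.1 mg/ml BSA, 1 mM TCEP, 0.01% Tween-20.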
IDH1 R132H inh: inhibitors of human mutant IDH1 R132H; O75874; IDH1-R132H enzyme, NADPH consumption, diaphorase/resazurin fluorescence; Potency, µM (series often up to 76.6 µM), for inactives: top-dose activity change, negative = inhibition, usual class: inhibitors; hit rate 0.093% among 390,000; AID 602179; also: potency is read from the fitted curve at half-maximal effect; % is scaled to controls: 0 for no effect and ±100 for the full control effect; nearly all actives have a fitted effect of over 65% in size
Target sequence (O75874 whole entry R132H, stated change not applied): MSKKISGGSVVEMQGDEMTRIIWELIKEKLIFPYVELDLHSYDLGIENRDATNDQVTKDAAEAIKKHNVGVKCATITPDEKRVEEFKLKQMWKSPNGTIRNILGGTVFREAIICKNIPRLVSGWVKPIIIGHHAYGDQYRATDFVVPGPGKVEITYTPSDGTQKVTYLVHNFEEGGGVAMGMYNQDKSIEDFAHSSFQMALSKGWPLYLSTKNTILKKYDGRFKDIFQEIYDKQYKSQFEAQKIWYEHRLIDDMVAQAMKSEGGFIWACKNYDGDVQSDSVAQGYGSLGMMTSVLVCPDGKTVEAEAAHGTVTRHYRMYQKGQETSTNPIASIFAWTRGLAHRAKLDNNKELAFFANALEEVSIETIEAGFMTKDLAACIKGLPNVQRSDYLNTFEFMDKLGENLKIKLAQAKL
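IDH1-R132H (0.5 ug/mL) preincubated 30 min with compound, then NADPH (0.016 mM) and alpha-KG (2 mM) added; 80 min at RT, pH 7.5. Remaining NADPH coupled via diaphorase/resazurin to fluorescence (540/590 nm); concentration-response curves normalized to no-enzyme control.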
RGS4 inhibitor: human RGS4 inhibition. hit rate 0.039% among 390,000. Transcreener GDP fluorescence polarization, RGS4-accelerated GTP hydrolysis. Potency, µM (top dose mostly 114 µM), for the others: at the top dose activity change, negative = inhibition, actives largely listed as inhibitors; also: potency is read from the fitted curve at half-maximal effect; % is scaled to controls: 0 for no effect and ±100 for the full control effect; nearly all actives have a fitted effect of over 75% in size; some results filed as inactive show a strong effect at the top dose
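MLSMR compounds (23 nl, pin-transferred) preincubated 10 min at room temperature with a 500nM (2x) first reagent, then RGS4 at 900nM (2x) plus Transcreener GDP mix added; fluorescence polarization (620/688 nm) read before and after 90 min at 30 °C.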
Vif-A3F inh: blocks the Vif interaction with APOBEC3F. HeLa A3F-eYFP + Vif (tagged APOBEC3F with the HIV-1 protein that degrades it), YFP fluorescence increase. Potency, µM (highest dose often 46.1 µM), inactives show top-dose activity, negative = active. hit rate 0.2% among 390,000; also: potency is read from the fitted curve at half-maximal effect; % of control where 0% means no effect; nearly all actives have a fitted effect of over 65% in size
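HeLa cells stably expressing Vif plus C-terminally eYFP-tagged A3F were seeded, incubated overnight at 37 deg C, dosed with compound, incubated overnight again at 37 deg C. Yellow fluorescence (Ex 488/Em 500-530) reported blocked Vif-mediated A3F-eYFP degradation.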
rTrxR1 inhibitor: inhibitors of rat thioredoxin reductase 1 | recombinant rTrxR1, NADPH fluorescence consumption, selenite substrate | hit rate 1% among 390,000 | Potency, µM (highest dose often 114 µM), for inactives: top-dose activity change, negative = inhibition, actives largely listed as inhibitors; also: potency is read from the fitted curve at half-maximal effect; % is scaled to controls: 0 for no effect and ±100 for the full control effect; nearly all actives have a fitted effect of over 65% in size
Target sequence (O89049 whole entry, looked up): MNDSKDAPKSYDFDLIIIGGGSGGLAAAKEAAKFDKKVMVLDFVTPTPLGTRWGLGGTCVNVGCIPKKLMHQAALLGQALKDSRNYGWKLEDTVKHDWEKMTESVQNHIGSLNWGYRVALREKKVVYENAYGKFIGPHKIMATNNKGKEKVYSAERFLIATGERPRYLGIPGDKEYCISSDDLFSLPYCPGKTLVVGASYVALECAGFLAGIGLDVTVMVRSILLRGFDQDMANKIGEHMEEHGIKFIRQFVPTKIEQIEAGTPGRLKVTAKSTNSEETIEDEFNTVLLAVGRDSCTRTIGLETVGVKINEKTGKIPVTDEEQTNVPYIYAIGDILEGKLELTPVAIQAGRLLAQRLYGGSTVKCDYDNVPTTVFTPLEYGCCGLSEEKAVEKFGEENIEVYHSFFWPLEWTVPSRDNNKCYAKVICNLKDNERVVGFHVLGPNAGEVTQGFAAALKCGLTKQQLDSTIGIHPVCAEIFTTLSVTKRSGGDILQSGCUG
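Rat TrxR1 (90 nM in the dispensed reagent) was pre-reduced with 400 uM NADPH for 5 min at room temperature, then incubated with compound for 15 min. After 400 uM selenite was added, NADPH fluorescence (Ex 340/Em 450 nm) was followed for 8 min.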
Glioma ERSR ind: ER stress response induction in glioma. U87-MG GRP78 promoter luciferase reporter, 16 h. Potency, µM, for inactives: at the highest dose activation, actives largely listed as activators. hit rate 0.02% among 420,000. AID 602332; also: potency is read from the fitted curve at half-maximal effect; series mostly up to about 76 µM; % of control where 0% means no effect; nearly all actives have a fitted effect of over 35% in size
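Stably transfected U87-MG glioma cells carrying a GRP78-based luciferase sensor; 16 h compound incubation. Luminescence end-point read 10 min after Bright-Glo addition at room temperature.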
Vif-APOBEC3G blk: blocks the Vif interaction with human APOBEC3G; Q9HC16; HeLa A3G-eYFP + Vif (tagged APOBEC3G with the HIV-1 protein that degrades it), YFP fluorescence, overnight; Potency, µM (top dose mostly 46.1 µM), without a hit: top-dose activity, negative = active, usual class: inhibitors; hit rate 0.076% among 410,000; AID 602310;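 also: potency is read from the fitted curve at half-maximal effect; % is scaled to controls: 0 for no effect and ±100 for the full control effect; nearly all actives have a fitted effect of over 60% in size; hits raise eYFP signal because A3G escapes Vif-driven loss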
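Read-out is eYFP fluorescence (Ex 488/Em 500-530) from Vif-expressing HeLa A3G-eYFP cells; more signal means A3G escaped Vif-mediated degradation. Cells plated overnight, compound pinned in, incubated overnight at 37 deg C.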
TrxR1 substrate: substrates of rat thioredoxin reductase 1. Potency, µM (top dose mostly 114 µM), inactives show top-dose activity change, negative = substrate turnover. O89049. purified TrxR1 substrate turnover, NADPH consumption readout. hit rate 0.01% among 390,000; also: potency is read from the fitted curve at half-maximal effect; % is scaled to controls: 0 for no effect and ±100 for the full control effect; nearly all actives have a fitted effect of over 50% in size
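Rat TrxR1, dispensed at 90 nM, was prereduced with 400 uM NADPH (final) for 5 min at ~22 deg C, then incubated with compound 15 min before 400 uM selenite. A first-read NADPH fluorescence drop versus no-compound background flagged substrates.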
LDHA inh: LDHA (human) enzyme inhibition; purified LDHA, NADH/diaphorase-resazurin fluorescence; stronger effect = lower value; AID 1347041; hit rate 0.15% among 480,000; P00338; activity change, % (values are at about 110 or 230 µM); in the data active = activity change below about -30%; inconclusive = mostly about -25% to -30%;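 also: plate controls were DMSO wells for no effect and wells without enzyme for full effect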
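Remaining NADH was detected by diaphorase (0.133 mg/mL) converting 37 µM resazurin to fluorescent resorufin, read at 0 and 20 minutes. The preceding 5-minute room-temperature reaction used 2 nM LDHA, 0.2 mM sodium pyruvate and 0.06 mM NADH at pH 7.4.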
* hit, by the source's call; ? = inconclusive; · = no result given; & = joins results of further samples; [ ] = another dose, or the depositor's remark. Unless noted, calls follow the shape of the dose curve; as a rule, active = well fitted curve in the direction sought with a large enough effect; inconclusive = small, poorly fitted or top-dose-only effect, or another doubt; inactive = no such curve, though single readings can be large; an effect the other way counts as inactive or inconclusive. Not all compounds are listed; the hit share may differ from the screen's.

SMILES	USP1-UAF1 inh	IDH1 R132H inh	RGS4 inhibitor	Vif-A3F inh	rTrxR1 inhibitor	Glioma ERSR ind	Vif-APOBEC3G blk	TrxR1 substrate	LDHA inh
O=C(CNC(=O)c1ccccc1)Oc1cccc(Cl)c1	-12.9%	2.3%	7.3%	-27.9%	-16.8%[57.1 µM]	-9.3%	-1.4%	14.7%[57.1 µM]	-8.0
COCCS(=O)(=O)N(Cc1ccc(Br)cc1)[C@@H](C)C(=O)OC	-25.1%	11.1%	-11.1%	-0.8%	15.1%	-0.6%	2.5%	6.6%	3.9
Cc1cc(Cl)ccc1N=C1N=C(N)c2ccccc21	-19.9%	3.1%	-2.1%	-13.1%	9.2%	-2.7%	-12.9%	-21.1%[57.1 µM]	0.3
Cc1cccc(N2CCN(C(=O)CCC(=O)N3CC(C)Oc4ccccc43)CC2)c1C (stereo unspecified)	-0.4%	3.1%	6.9%	0.5%	2.6%[57.1 µM]	-4.0%	8.2%	4.9%[57.1 µM]	1.4
CCCCNCc1ccc(OCc2ccc(Cl)nc2)c(OC)c1	-5.4%	-4.9%	6.6%	4.8%	21.2%	-1.9%	2.9%	3.9%	-4.4
CC1=C(C(=O)N2CCOCC2)CC(CC(=O)NCCCCc2ccccc2)C(=O)N1Cc1ccc(C(C)(C)C)cc1 (stereo unspecified)	-26.5%	-8.3%	·	-7.8%	·	-1.6%	-2.6%	·	0.2
c1ccc2c(c1)oc1c(Nc3ccc4c(c3)OCCO4)ncnc12	-12.0%	3.4%	-1.6%	1.9%	17.2%	0.4%	-9.8%	20.0%	-3.3
COCCC(=O)N1CCC(Oc2ccc(C(=O)NCc3cc(C)n(C)n3)cc2)CC1	-13.5%	6.0%	2.8%	2.3%	15.3%	1.3%	-0.1%	0.0%	0.3
CC(C)(CO)NCc1ccccc1OCC(=O)Nc1ccccc1	-9.6%	-4.5%	-11.8%	-9.3%	23.1%	3.1%	-6.0%	9.1%	-8.9
COc1ccc(CN2CC(C(=O)NCC3CCCO3)CC2=O)cc1 (stereo unspecified)	-13.5%	18.0%	28.8%	-9.5%	24.2%	0.1%	-0.1%	6.5%	-9.0
O=C(NCCC1=CCCCC1)C1CCCN(S(=O)(=O)c2cccc3cccnc23)C1 (stereo unspecified)	-5.5%	15.9%	-39.6%	-2.5%	3.1%[57.1 µM]	-4.5%	3.7%	4.0%[57.1 µM]	2.9
Cc1cccc(NS(=O)(=O)c2ccc3[nH]c(=O)cc(C(=O)OC(C)C(=O)Nc4ccc([N+](=O)[O-])cc4)c3c2)c1 (stereo unspecified)	-14.9%	-4.1%	6.6%	-1.2%	15.1%	0.4%	-1.6%	-7.0%	-1.3
CCCCN1C(=O)C(=O)N(CC(=O)Nc2ccc(C(N)=O)cc2)C1=O	0.1%	-5.9%	23.0%	5.1%	14.0%	-0.7%	0.3%	-0.5%	-3.5
CCc1ccc(NC(=O)C(Cc2ccccc2)NS(=O)(=O)c2ccc3c(c2)CCN3C(C)=O)cc1 (stereo unspecified)	-18.4%	14.6%	-20.4%	6.8%	9.0%	-0.7%	-8.0%	-3.4%	3.1
CCc1nc2ccccc2c(C(=O)Oc2cccc3cccnc23)c1C	-26.6%	6.1%	1.1%	-2.7%	-3.2%	5.2%	-11.8%	-1.3%	-0.4
Cc1cc(C)n(-c2nc(SCC(=O)Nc3nccs3)c3c4c(sc3n2)COC(C)(C)C4)n1	-21.9%	5.7%	-24.8%	0.6%	5.8%[57.1 µM]	0.6%	-1.1%	-8.1%[57.1 µM]	-2.5
CCN(C(=O)CN1C(=O)NC(c2ccccc2)(c2ccc(C)c(C)c2)C1=O)C1CCCCC1 (stereo unspecified)	-19.2%	-0.5%	-12.6%	-10.8%	18.5%	-0.5%	-17.1%	-2.8%	-5.4
Cc1cc(Br)ccc1NC(=O)CCNS(=O)(=O)c1cccc2nonc12	-10.0%	-10.5%	6.8%	2.0%	1.7%	-0.6%	-2.6%	1.4%	-7.9
CC1(C)CC(=O)c2c(O)c(-c3ccccc3)c(=O)n(-c3ccccc3)c2C1	-6.9%	4.6%	-15.6%	-8.1%	-1.0%	-3.6%	0.3%	-6.1%	0.6
Fc1ccccc1N=C1Nc2cccc3cccc1c23	-13.6%	9.9%	-12.5%	?	-1.0%[57.1 µM]	3.8%	-6.0%	-4.9%[57.1 µM]	-0.5
C[C@]12CC[C@H](OC(=O)CCC(=O)O)CC1=CCC1C2CC[C@@]2(C)C1CC[C@@H]2N (stereo partly specified)	-19.6%	6.9%	-6.6%	-3.7%	31.3%[57.1 µM]	-2.9%	-0.3%	18.9%[57.1 µM]	-2.6
Cc1ccc(-c2cccc(NC(=O)C3C4C=CC(C4)C3C(=O)O)c2)o1 (stereo unspecified)	-24.9%	3.9%	-25.6%	-5.4%	-30.9%	-1.6%	-0.3%	7.3%	-3.4
Cc1ccc(C(=O)N2CCN(C)CC2)cc1S(=O)(=O)N1CCCCC1	-1.4%	14.3%	-8.8%	5.2%	7.0%	0.4%	-0.3%	2.9%	10.7&4.3
COc1ccc([C@@H](C)NC(=O)CCc2nnc(-c3cc(C)on3)o2)cc1	-12.3%	5.5%	-12.6%	0.2%	36.5%[activator][57.1 µM]	-2.0%	-0.7%	-10.1%[57.1 µM]	2.9
Brc1ccc(-c2csc(/N=C/N3CCOCC3)n2)cc1	-26.9%	11.6%	-13.3%	1.9%	-0.9%	?	-6.7%	-9.8%	-1.4

Remaining list, next part:
SMILES	USP1-UAF1 inh	IDH1 R132H inh	RGS4 inhibitor	Vif-A3F inh	rTrxR1 inhibitor	Glioma ERSR ind	Vif-APOBEC3G blk	TrxR1 substrate	LDHA inh
CC(C)(C)NC(=O)C(c1cccs1)N(Cc1cccs1)C(=O)c1csnn1 (stereo unspecified)	-23.7%	-3.1%	17.5%	2.0%	18.4%	-0.5%	2.6%	1.5%	-4.6
CC(=O)N1c2ccccc2C(=O)C1N1CCN(c2ccccc2F)CC1 (stereo unspecified)	-3.9%	-0.9%	14.0%	1.6%	-1.3%[57.1 µM]	-3.6%	6.6%	-2.5%[57.1 µM]	5.8
CCOc1ccc(C(C(=O)NC2CCCCC2)N(C(=O)c2csnn2)C2CC2)cc1 (stereo unspecified)	-23.8%	5.6%	16.7%	1.7%	4.5%[57.1 µM]	-5.9%	2.5%	-1.1%[57.1 µM]	-5.9
O=C1C(Cl)=C(NCc2ccco2)C(=O)c2ccccc21	?	2.8%	4.1%	?	-4.6%[11.4 µM]	-4.3%	-7.0%	10.6%[57.1 µM]	-8.6
O=C(CN1C(=O)C2CC=CCC2C1=O)Nc1ccc(S(=O)(=O)N2CCOCC2)cc1 (stereo unspecified)	-21.0%	-1.6%	-6.0%	8.1%	26.5%[57.1 µM]	-5.1%	0.5%	9.1%[57.1 µM]	-3.4
O=C(CSc1ncn[nH]1)NCc1ccccc1Cl	-9.0%	14.7%	22.7%	-3.6%	18.5%	-3.3%	-0.3%	0.8%	-10.0
CC(C)Sc1nc2ccccc2n1CC(N)=O	-4.8%	2.6%	0.9%	-3.9%	-1.3%	-5.5%	3.8%	-4.0%	-1.6
O=c1o[nH]c(-c2ccccc2)c1C=Nc1ccc(Cl)cc1	-4.2%	-0.5%	-5.2%	4.3%	8.6%[57.1 µM]	-1.8%	-4.3%	-0.4%[57.1 µM]	-5.9
COc1cccc(-c2c(C(=O)N/N=C(\C)COc3ccccc3)nnn2-c2nonc2N)c1	-22.0%	0.0%	1.0%[56.9 µM]	0.1%	1.8%	-0.8%	-1.7%	-8.0%	-15.1
CCCC(=O)Nc1ccc(Sc2ccc([N+](=O)[O-])cc2)cc1	-9.0%	24.0%	10.2%	0.8%	-9.1%	-3.1%	-7.6%	-9.8%	-6.8
CC1CCN(C(=O)CCNS(=O)(=O)c2ccc3c(c2)oc(=O)n3C)CC1	-11.6%	-9.1%	4.5%	-6.0%	-7.1%	-6.2%	-1.1%	-10.8%	-17.5

Profiles as entered above. Order of screens: USP1-UAF1 inh	IDH1 R132H inh	RGS4 inhibitor	Vif-A3F inh	rTrxR1 inhibitor	Glioma ERSR ind	Vif-APOBEC3G blk	TrxR1 substrate	LDHA inh
Listed for O=C1C(Cl)=C(NCc2ccco2)C(=O)c2ccccc21 : ?	2.8%	4.1%	?	-4.6%[11.4 µM]	-4.3%	-7.0%	10.6%[57.1 µM]	-8.6
Listed for O=C(CSc1ncn[nH]1)NCc1ccccc1Cl : -9.0%	14.7%	22.7%	-3.6%	18.5%	-3.3%	-0.3%	0.8%	-10.0

Source: PubChem BioAssay (National Center for Advancing Translational Sciences (NCATS))
